NSD2 HMT inh: NSD2 (human) methyltransferase inhibition; NSD2 peptide methylation, AlphaScreen, 120 min; inhibition, % at 12.5 µM; 310,000 tested, 0.54% active; AID 743445; in the data active = inhibition above about 50%
dFosB activator: activators of mouse delta FosB homodimer; purified delta FosB, TAMRA-CDK5 oligo fluorescence polarization; percent of positive-control signal above neutral wells; activation, % at 25 µM; 340,000 tested, 0.99% active; AID 493131;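 active = mean activation above about 17%, with every replicate also reaching it, limit read from the data, passing the limit was not always enough; inconclusive = only one of the two conditions met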;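 note: fluorescence polarization rise as delta FosB binds a TAMRA Cdk5 AP-1 oligo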
MITF TRPM1 HTS: increases MITF-driven TRPM1 promoter luciferase signal | SK-MEL-5 TRPM1-promoter luciferase, 24 h; % of positive control, neutral wells = 0 | activation, % at 12.5 µM | 300,000 tested, 0.75% active | AID 588334;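 active = mean activation of at least 80% with every replicate also reaching 80%; inconclusive = mean reaches 80% but some replicate falls short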;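 note: 0% = neutral control wells and 100% = parthenolide positive control wells; values of inactives mirror those of a sister screen read the other way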
SR-BI uptake up: SR-BI HDL lipid transfer activation; activation, % at 12.5 µM; CHO ldlA[mSR-BI] cells, DiI-HDL uptake fluorescence, 3 h; 100 = double the neutral-control signal; 320,000 tested, 0.096% active;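 active = mean replicate activation of at least 60% and every replicate at or above 60%; inconclusive = mean or all-replicate condition met, but not both; inactive = mean below 60% and not all replicates reaching 60%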;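 note: 0% = median plate neutral-control signal and 100% = twice that signal; values of inactives mirror those of a sister screen read the other way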
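Assay system: CHO ldlA[mSR-BI] cells, LDL receptor-null, SR-BI overexpressing; medium: Ham's F12 with 0.5% BSA, HEPES 25 mM, pH 7.4; also added: DiI-HDL 10 µg/mL; timing: 3 h uptake period with compound, 37 °C; signal: DiI fluorescence, bottom read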
DSG3 Ab inh: blocks pemphigus antibody binding to human desmoglein-3; binding (percent of control), % at 10 µM; DSG3-coupled beads, scFv-anti-DSG3-GFP binding, flow cytometry; active compounds read low; P32926; 310,000 tested, 0.48% active;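 active = binding more than 3 SD below its plate's average and above zero; inconclusive = below that plate limit but binding exactly zero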;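 note: hits lower antibody fragment binding to DSG3; some compounds called inactive have numbers as strong as hits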
Target sequence (P32926 whole entry, looked up, the tested form may be a part): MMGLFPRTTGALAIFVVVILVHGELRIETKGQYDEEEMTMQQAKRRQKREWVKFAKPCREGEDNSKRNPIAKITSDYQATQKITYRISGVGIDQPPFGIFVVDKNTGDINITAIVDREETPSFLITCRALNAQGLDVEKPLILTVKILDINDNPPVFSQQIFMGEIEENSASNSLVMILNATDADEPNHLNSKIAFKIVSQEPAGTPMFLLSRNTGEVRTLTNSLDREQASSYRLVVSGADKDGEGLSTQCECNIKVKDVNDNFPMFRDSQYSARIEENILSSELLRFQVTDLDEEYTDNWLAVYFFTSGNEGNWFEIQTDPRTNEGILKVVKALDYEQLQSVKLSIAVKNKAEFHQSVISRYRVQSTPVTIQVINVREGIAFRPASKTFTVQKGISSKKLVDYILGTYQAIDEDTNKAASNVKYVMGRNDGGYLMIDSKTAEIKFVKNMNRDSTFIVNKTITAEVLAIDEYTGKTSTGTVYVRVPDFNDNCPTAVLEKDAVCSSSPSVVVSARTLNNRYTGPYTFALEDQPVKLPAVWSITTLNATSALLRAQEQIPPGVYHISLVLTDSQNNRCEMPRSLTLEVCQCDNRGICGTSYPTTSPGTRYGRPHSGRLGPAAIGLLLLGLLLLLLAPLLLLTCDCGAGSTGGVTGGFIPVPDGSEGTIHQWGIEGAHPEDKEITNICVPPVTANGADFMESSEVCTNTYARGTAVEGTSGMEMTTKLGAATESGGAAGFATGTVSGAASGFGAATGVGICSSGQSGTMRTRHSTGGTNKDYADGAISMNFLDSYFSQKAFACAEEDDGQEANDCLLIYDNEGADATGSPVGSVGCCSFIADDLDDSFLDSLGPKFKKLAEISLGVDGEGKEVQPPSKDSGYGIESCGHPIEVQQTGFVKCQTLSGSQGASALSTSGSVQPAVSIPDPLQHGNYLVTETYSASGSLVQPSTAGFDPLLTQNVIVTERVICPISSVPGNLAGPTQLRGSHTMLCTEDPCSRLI
Mot1-301 SUMO: blocks SUMOylation pathway, rescuing yeast Mot1-301 growth; S. cerevisiae Mot1-301 growth rescue, ATP luminescence, 38.5C; percent above DMSO median, 100 means doubled; growth rescue, % at 18.8 µM; 320,000 tested, 1% active; AID 2716;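 active = every valid replicate shows activation above 250% relative to neutral control wells; inactive = the rest, any valid replicate at or below 250%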;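 note: OY570 slx delta 5 strain wells were the positive control but not used for scaling; some compounds called inactive have numbers as strong as hits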
CDK5 inh: inhibitors of human CDK5/p35 kinase | Q00535+Q15078 | Recombinant CDK5/p35, ADP-Glo luminescence, 60 min | inhibition, % at 10 µM | 330,000 tested, 0.01% active;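 active = highest replicate inhibition of at least 50% and at least 75% of replicates reaching 50%; inconclusive = only one of the two criteria met; inactive = both criteria failed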;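 note: plate controls were DMSO neutral control for no effect and GW8510 at 10 µM for full effect; many of its hits are not listed in these tables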
Arr AP2 block: human beta-arrestin and AP2 interaction inhibition; FITC-arrestin peptide / GST-AP2 beads, flow cytometry; AP2 beta2 appendage carries R879A mutation; inhibition, % at 10 µM; 340,000 tested, 0.31% active;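 active = inhibition above a set limit, near 3 SD of compounds lacking own fluorescence, cut at about 54% in these data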;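 note: plate controls were DMSO wells for no effect and 5 µM unlabelled arrestin peptide for full effect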
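System: GST-tagged AP2 beta2-adaptin appendage (R879A) on 4 µm glutathione beads / Reagent: FITC-arrestin peptide, 50 nM / Detection: HyperCyt-sampled flow cytometry, FL1 channel, ex 488/em 535 nm / Timing: 12 min plus 1 h, RT / Buffer or medium: PBS plus Tween 20 (0.05%) and BSA (0.1%)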
PKA-R2B act: activates the human PKA-R2B holoenzyme complex. PKA-R2B holoenzyme dissociation, Cy5-IP20 fluorescence polarization; R2B truncated from residue 108, S112A mutant; 0% DMSO only, 100% 113 µM cGMP. activation, % at 11.4 µM. 340,000 tested, 0.079% active;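 active = activation above a cutoff set at the mean over all compounds plus 3 SD, cut at about 18% in these data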;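 note: higher means more holoenzyme dissociation and a rise in polarization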
SR-BI HDL uptake: mouse SR-BI HDL lipid transfer inhibition; Q61009; ldlA[mSR-BI] CHO cells, DiI-HDL uptake fluorescence, 3 h; inhibition, % at 12.5 µM; 320,000 tested, 0.96% active; AID 488896;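 active = mean replicate inhibition of at least 70% and a set share of replicates each scoring 70 or more; inconclusive = meets just one of the two criteria; inactive = fails both criteria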;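 note: 0% = median of neutral control wells and 100% = median of positive control wells; values of inactives mirror those of a sister screen read the other way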
PKA-R1A activ: PKA-R1A complex activation. activation, % at 11.4 µM. PKA-R1A dissociation, Cy5-IP20 fluorescence polarization; scaled: DMSO 0%, 113 µM cGMP 100%. P00514+P68181. 340,000 tested, 0.083% active;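 active = percent activation above the mean of all tested compounds plus 3 SD, cut at about 19% in these data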;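 note: higher means more PKAc released from R1A so a rise in polarization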
The depositor's hits bear a star; i = inactive; ? = inconclusive; . = not tested or not shown.

Molecule	NSD2 HMT inh	dFosB activator	MITF TRPM1 HTS	SR-BI uptake up	DSG3 Ab inh	Mot1-301 SUMO	CDK5 inh	Arr AP2 block	PKA-R2B act	SR-BI HDL uptake	PKA-R1A activ
CCOCc1nc(N)[nH]c(=O)c1Cc1ccc(OC(C)C)cc1	0	9	3	20	91	0	-2.0	20	-10	-20	-3
Cc1ccc(Cn2nc(C)c(NC(=O)CCCn3nc([N+](=O)[O-])c(Cl)c3C)c2C)cc1	-2	-8	12	-12	108	3	1.8	14	15	12	0
CCOc1cc(S(=O)(=O)NCc2ccccc2)ccc1Br	0	-8	1	-11	98	20	2.9	-1	-12	11	-11
CC(=O)c1cccc(NC(=O)CC(C)n2ccnc2)c1 (configuration not stated)	0	5	-6	14	124	-4	0.3	37	2	-14	13
O=C(COc1cc(F)ccc1[N+](=O)[O-])N1N=C(c2cccs2)CC1c1ccco1 (configuration not stated)	-2	-7	22	-8	101	29	0.4	-4	-4	8	-21
COCCNC(=O)CN1C(=O)NC2(CCOc3ccccc32)C1=O (configuration not stated)	1	-1	-9	.	120	2	-1.4	0	-7	.	-2
Cc1cc(C(=O)CSc2nnnn2-c2ccc(Cl)cc2)c(C)n1CC1CCCO1 (configuration not stated)	0	-8	-2	-34	104	-20	-2.8	-1	3	34	1
COCCn1cnnc1SCC(=O)Nc1sccc1C(N)=O	-2	1	6	10	113	-5	0.1	14	-5	-10	-5
CC1CC(C)CN(C(=O)CNC(=O)c2ccc3ccccc3c2)C1 (configuration not stated)	1	-8	-5	-3	107	-15	-1.7	2	8	3	-2
CN(C)c1ccc(C(=O)c2ccc(N(C)C)c3ccccc23)cc1	2	-1	-38	-39	99	142	0.6	-8	-5	39	-14
COc1ccccc1C(=O)OCc1nc(N)nc(Nc2ccccc2C)n1	3	-4	59	-8	84	10	-0.3	17	-6	8	-11
O=C(CCSc1nc(-c2ccco2)cc(C(F)(F)F)n1)Nc1ccc2c(c1)OCO2	3	-2	0	5	115	20	-1.9	-2	-6	-5	-15
COc1ccc(S(=O)(=O)NCC2CCCN(C(=O)c3ccco3)C2)cc1 (configuration not stated)	1	-11	5	5	103	-17	-0.2	12	-2	-5	-5
OC(C#CCN1CCCCC1)c1ccccc1 (configuration not stated)	3	-4	.	17	101	13	0.1	-1	0	-17	-13
Oc1sc(C=Nc2ccc(F)cc2)c2ccccc12	0	-10	29	17	100	1	-3.2	5	10	-17	2
COc1ccc2c(c1)C1NC(=S)NC(C)(O2)C1C(=O)Nc1ccc(C)cc1C (configuration not stated)	6	5	0	-36	133	-16	1.3	-14	0	36	-10
FC(F)(F)c1ccc2c(c1)NCC1CCCN21 (configuration not stated)	.	-4	-15	7	110	1	0.9	-5	-11	-7	6
CC1=CC(C)(C)NC(=S)N1c1cc(C)cc(C)c1	0	-2	9	11	106	.	2.1	-27	-2	-11	-5
CCN(CC)S(=O)(=O)c1ccc(/C=C/C(=O)Nc2ccc(N3CCOCC3)cc2)cc1	6	-1	-22	-71	101	74	-1.0	2	-1	?	4
COCCSc1nnc(NC(=O)C2CC(=O)N(c3ccc(Cl)cc3)C2)s1 (configuration not stated)	3	0	-3	11	115	-10	0.5	-23	-11	-11	-2
Cc1cccc(C)c1NC(=O)C1(N(Cc2ccco2)C(=O)CC2NC(=O)NC2=O)CCCC1 (configuration not stated)	.	-1	10	1	.	195	0.5	13	-4	-1	8
Cc1ccc(-c2noc(CCC(=O)NCCCN3CCN(c4ccc(F)cc4)CC3)n2)cc1	3	-8	6	-18	.	66	-0.4	-5	-8	18	-16
O=C(CN1CCN(Cc2ccccc2)CC1)N/N=C/c1c[nH]c2ccccc12	4	-7	8	29	125	3	0.4	28	7	-29	-2
COc1ccc(C(=O)/C=C/NCc2ccc(C)cc2)cc1	.	-4	1	-11	102	117	-0.3	30	-10	11	-4
COc1ccc(S(=O)(=O)N2CCOCC2)cc1NC(=O)CCNC(=O)c1ccc([N+](=O)[O-])cc1	-2	-3	6	-5	.	22	0.8	15	7	5	-1
COc1ccc(N=C2SC(CC(=O)Nc3cccc(Cl)c3)C(=O)N2Cc2ccco2)cc1 (configuration not stated)	1	0	-17	-18	102	-15	-0.9	-11	-3	18	-4
CCNS(=O)(=O)c1ccc(CCC(=O)N2CCc3ccccc3C2)cc1	-2	-4	-4	-3	98	-10	0.5	4	-1	3	-12
C=CCn1c(=S)[nH]c2cc(-c3ccccc3)sc2c1=O	-2	40*	26	7	103	-2	0.5	-19	0	-7	-6
O=C(NCCCN1CCCC1=O)c1ccc(NS(=O)(=O)c2cccc([N+](=O)[O-])c2)cc1	-1	-10	0	36	97	2	0.1	-9	-4	-36	-13
CCOC(=O)/C=C/C(=O)OCC(=O)Nc1ccc(C)cc1	-1	-7	-6	20	104	0	0.0	32	.	-20	.
O=C(O)/C(=C\c1ccc(-c2ccc(F)cc2)o1)c1ccccc1	4	-2	-1	19	97	.	0.0	43	-4	-19	-2
O=C(c1oc2ccccc2c1CSCc1ccccc1)N1CCN(c2ncccn2)CC1	.	-1	3	2	101	-24	-0.1	15	-6	-2	-7
CC1CCN(c2ccc3nnc(CCC(=O)NCC(C)c4ccccc4)n3n2)CC1 (configuration not stated)	-3	-18	-1	-5	112	-5	-0.6	2	7	5	-11
COCCN(C(=O)CNC(=O)c1ccco1)C(C(=O)NC1CCCC1)c1ccc(OC)c(OC)c1 (configuration not stated)	0	-9	17	-10	.	97	0.1	14	-7	10	2
CN(C(=O)c1cccc(NC(=O)c2ccco2)c1)c1ccccc1	-4	-2	-8	11	97	9	0.6	2	5	-11	2
CCOC(=O)/C=C/C(=O)Nc1ccc(S(=O)(=O)N2CCCCCC2)cc1	3	-6	2	-25	109	47	-1.3	-3	6	25	-9
O=C(Cn1c(SCC(=O)N2CCc3ccccc3C2)nc2ccccc21)NC1CCCC1	-3	-14	-6	-27	98	i	-0.4	-2	3	27	4
COc1ccc(N(C(=O)c2snc(C(N)=O)c2N)C(C(=O)NCc2ccc(F)cc2)c2ccc(O)cc2)cc1 (configuration not stated)	-2	-6	-10	.	102	1	-0.2	-1	7	.	16
CC1C(=O)C(C)(C)C(=O)OC1c1ccc([N+](=O)[O-])cc1 (configuration not stated)	-4	6	10	5	95	-21	1.1	40	6	-5	9
CCn1c2c(c3cc(Cl)ccc31)CCCC2=O	.	-4	-9	.	102	3	-1.3	-5	-15	.	0
OCCC1CCCCN1CC(O)COCc1ccc(Cl)cc1 (configuration not stated)	-1	-1	12	.	.	32	0.0	12	2	.	7
C=CCn1c(SCC(=O)NCCCO)nc2sc3c(c2c1=O)CCC3	0	6	.	7	135	-15	-0.8	5	1	-7	-6
Cc1cccc(C)c1OCC(=O)Nc1cccc(-c2nnc(-c3ccccc3)o2)c1	-1	-13	28	.	110	-6	-1.4	2	-3	.	-12
COCCCN1C(=O)C(=O)/C(=C(/O)c2ccc(C)cc2)C1/C=C/c1ccccc1 (configuration not stated)	2	-14	0	9	98	-1	0.5	19	8	-9	5
COc1ccc(NC(=O)CN(C)C(=O)CSCc2ccc(C)cc2)cc1	4	-1	7	-1	95	3	0.4	1	-15	1	-8
c1ccc(-c2ccc(OCCCn3cncn3)cc2)cc1	-3	-1	43	-2	.	78	0.0	12	7	2	4
Cc1ccc(S(=O)(=O)NCc2ccccc2)cc1C(=O)NC(C)c1ccc(S(N)(=O)=O)cc1 (configuration not stated)	-2	0	-1	-11	100	.	0.4	21	-6	11	-2
Cc1cc(N2CCN(c3ccccc3)CC2)nc(NCc2ccccc2)n1	0	0	2	-2	84	-25	-0.2	8	-5	2	-14
CCN1CCN(CCNC(=O)c2ccc(/C=C3/Sc4ccccc4N(Cc4ccccc4C)C3=O)cc2)CC1	-2	-204	11	.	104	.	-2.2	0	5	.	11
CC(=O)c1ccc(-c2nnc(CCC(=O)N3CCCC(C(=O)CC(C)C)C3)o2)s1 (configuration not stated)	2	-11	73	-15	99	6	.	-3	2	15	3

Screening data: PubChem BioAssay, several laboratories
